IDH1 R132H inh: blocks human IDH1 R132H reductase activity; diaphorase/resazurin fluorescence, 60 min; inhibition, % at 10 µM; 70,000 tested, 0.18% active; AID 624101; in the data active means inhibition above about 34%;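 further: 0% = DMSO and 100% = no enzyme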
EZH2 inh: inhibitors of human EZH2/PRC2 methyltransferase; inhibition, % at 12.5 µM; 57,000 tested, 0.35% active; PRC2 H3K27 methylation, DELFIA TRF, 1 h; Q15910;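 active means mean inhibition of replicates at least 50% and every single replicate also reaching 50%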;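 further: dimethyl H3K27 on biotinylated H3 21-44 peptide detected by antibody; plate controls were median neutral control wells for no effect and median positive control wells for full effect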
Target sequence (Q15910 whole entry, looked up): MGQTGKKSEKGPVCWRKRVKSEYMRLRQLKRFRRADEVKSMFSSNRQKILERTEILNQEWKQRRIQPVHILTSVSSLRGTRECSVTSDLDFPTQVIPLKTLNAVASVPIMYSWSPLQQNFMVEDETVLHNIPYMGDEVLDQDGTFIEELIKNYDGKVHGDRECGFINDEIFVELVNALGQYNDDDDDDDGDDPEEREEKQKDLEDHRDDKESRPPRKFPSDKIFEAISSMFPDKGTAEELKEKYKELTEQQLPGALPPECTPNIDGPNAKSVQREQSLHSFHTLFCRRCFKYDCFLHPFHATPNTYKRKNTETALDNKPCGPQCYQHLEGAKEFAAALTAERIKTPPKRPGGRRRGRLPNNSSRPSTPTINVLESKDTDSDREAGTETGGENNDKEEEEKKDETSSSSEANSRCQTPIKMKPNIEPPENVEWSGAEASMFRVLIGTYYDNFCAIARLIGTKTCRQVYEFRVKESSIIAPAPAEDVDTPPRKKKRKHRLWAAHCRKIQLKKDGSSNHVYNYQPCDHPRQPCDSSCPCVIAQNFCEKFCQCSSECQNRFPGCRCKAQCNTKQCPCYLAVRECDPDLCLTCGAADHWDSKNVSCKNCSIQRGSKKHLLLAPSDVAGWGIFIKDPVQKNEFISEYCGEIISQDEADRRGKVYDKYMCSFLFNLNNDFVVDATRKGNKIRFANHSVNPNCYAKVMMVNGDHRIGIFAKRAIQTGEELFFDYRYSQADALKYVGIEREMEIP
Starred values were filed as active, the others as inactive; / = no result given.

SMILES | IDH1 R132H inh | EZH2 inh
C[C@@H]1CN([C@H](C)CO)C(=O)c2cccc(NC(=O)c3ccno3)c2O[C@H]1CN(C)S(=O)(=O)c1cccs1 | 3.2 | /
C[C@@H]1CN([C@@H](C)CO)C(=O)c2cc(NS(=O)(=O)c3cccs3)ccc2O[C@@H](C)CCCCO[C@@H]1CN(C)Cc1ccc2c(c1)OCO2 | -2.2 | /
CC(C)C#Cc1cnc2c(c1)C(=O)N([C@H](C)CO)C[C@H](C)[C@@H](CN(C)C(=O)Cc1ccccn1)O2 | -1.6 | /
O=C(O)CCC(=O)Nc1ccc(S(=O)(=O)Nc2nccs2)cc1 | -0.4 | /
COc1ccc(NC(=O)C(=O)NCc2ccccn2)cc1 | 0.0 | 10
COc1cccc(NC(=O)N(C)C[C@H]2Oc3ncc(C4=CCCCC4)cc3C(=O)N([C@H](C)CO)C[C@H]2C)c1 | / | -9
C[C@@H]1CCCCO[C@H](CN(C)Cc2ccccc2)[C@@H](C)CN([C@@H](C)CO)C(=O)c2cc(NC(=O)CCCN(C)C)ccc2O1 | 1.4 | -2
Cc1ccc(-n2c(C)nnc2SCC(=O)Nc2ccc(Br)c(C)c2)cc1C | 0.2 | 6
C[C@@H]1CN([C@H](C)CO)C(=O)c2cc(NC(=O)c3ccncc3)ccc2O[C@H]1CN(C)S(=O)(=O)c1ccccc1 | -3.6 | 0
C[C@@H]1CN([C@@H](C)CO)C(=O)c2cc(NC(=O)NC3CCCCC3)ccc2O[C@@H](C)CCCCO[C@@H]1CN(C)CC1CCCCC1 | -0.1 | /
CC(C)NC(=O)N(C)C[C@H]1Oc2ccc(NC(=O)Nc3ccc(F)cc3)cc2CC(=O)N([C@@H](C)CO)C[C@@H]1C | -0.1 | 2
Cc1noc(C)c1NC(=O)N(C)C[C@@H]1Oc2c(NC(=O)Nc3ccc(C(F)(F)F)cc3)cccc2C(=O)N([C@H](C)CO)C[C@@H]1C | 0.8 | /
Cc1nn2c(CN(c3ccccc3)S(=O)(=O)c3ccccc3)nnc2c2ccccc12 | -0.8 | 6
Cc1ccc(S(=O)(=O)N(C)C[C@@H]2OCc3ccccc3-c3c(n(C)c4ccccc34)C(=O)N([C@@H](C)CO)C[C@H]2C)cc1 | / | -15
CO[C@@H]1CN(C)C(=O)c2ccc(NC(=O)NC(C)C)cc2OC[C@@H](C)N(Cc2cncnc2)C[C@H]1C | 0.0 | 8
O=C(C[C@@H]1C[C@@H]2c3cc(NC(=O)Nc4ccccc4)ccc3O[C@@H]2[C@@H](CO)O1)NCc1cccnc1 | 1.3 | -16
C[C@H]1CN([C@@H](C)CO)C(=O)c2cccc(NS(=O)(=O)c3cn(C)cn3)c2O[C@H]1CN(C)Cc1ccncc1 | / | -2
COC(=O)C[C@H]1C[C@@H]2c3cc(NC(=O)CC4CC4)ccc3O[C@@H]2[C@H](CO)O1 | 0.5 | 11
Cc1cc(C)c(C)c(Cn2c(CCCO)nc3ccccc32)c1C | 0.0 | /
O=C(C[C@@H]1C=C[C@@H](NS(=O)(=O)c2ccccc2)[C@H](CO)O1)N1CCc2ccccc2C1 | -0.2 | -6
C[C@@H]1CN([C@@H](C)CO)C(=O)c2cc(C3=CCCC3)cnc2O[C@H]1CN(C)C(=O)c1ccc2c(c1)OCO2 | / | -1
C=CC(C)(O)CC[C@H]1C(=C)CCC2[C@](C)(C(=O)O)CCC[C@@]21C (stereo not given in full) | -0.1 | -6
C[C@H]1CN([C@@H](C)CO)C(=O)c2cc(C#CCN(C)C)cnc2O[C@@H]1CN(C)Cc1ccccn1 | 0.1 | -26
Cc1cc2nn(-c3ccc(F)cc3)nc2cc1NC(=S)NC(=O)COc1ccccc1 | 0.0 | 0
C[C@@H]1CN([C@@H](C)CO)C(=O)c2cc(-c3ccc(F)cc3)cnc2O[C@@H]1CN(C)CC1CCCC1 | -0.1 | -13
COCC(=O)Nc1ccc2c(c1)OC[C@H](C)N(C(=O)C1CCCC1)C[C@H](C)[C@H](OC)CN(C)C2=O | / | -11
C[C@H](CO)N1C[C@H](C)[C@H](CN(C)C(=O)Nc2cccc3ccccc23)Oc2ccc(NS(=O)(=O)c3ccc(Cl)cc3)cc2C1=O | -0.1 | /
C[C@H](CO)N1C[C@H](C)[C@H](CN(C)C(=O)NC2CCCC2)Oc2ncc(C#CCN(C)C)cc2C1=O | 0.1 | /
C[C@@H]1CN([C@@H](C)CO)C(=O)c2cc(-c3ccc(F)cc3)cnc2O[C@@H]1CN(C)C(=O)Nc1ccccc1F | -3.0 | 3
CCCCOC(=O)c1ccc(O)cc1 | 0.0 | -3

Compound profiles, from the list above. Values in the order: IDH1 R132H inh | EZH2 inh
`O=C(C[C@@H]1C[C@@H]2c3cc(NC(=O)Nc4ccccc4)ccc3O[C@@H]2[C@@H](CO)O1)NCc1cccnc1` is listed as 1.3 | -16
`C[C@H](CO)N1C[C@H](C)[C@H](CN(C)C(=O)NC2CCCC2)Oc2ncc(C#CCN(C)C)cc2C1=O` is listed as 0.1 | /
`Cc1cc2nn(-c3ccc(F)cc3)nc2cc1NC(=S)NC(=O)COc1ccccc1` is listed as 0.0 | 0
`C[C@H]1CN([C@@H](C)CO)C(=O)c2cc(C#CCN(C)C)cnc2O[C@@H]1CN(C)Cc1ccccn1` is listed as 0.1 | -26

(next part)
SMILES | IDH1 R132H inh | EZH2 inh
O=C(O)CSc1ccc(Br)c2cccc(C(=O)O)c12 | -0.1 | -1
C[C@@H]1CCCCO[C@@H](CN(C)Cc2ccncc2)[C@H](C)CN([C@@H](C)CO)C(=O)c2cc(NC(=O)CCC(F)(F)F)ccc2O1 | -1.1 | 0
CN(C)C(=O)C[C@H]1C=C[C@H](NC(=O)Nc2cccc(F)c2)[C@H](CO)O1 | 0.0 | 0
Cc1cc(Br)cc2c1NC(=O)C2(O)CC(=O)c1ccco1 (stereo not given) | 0.4 | 9
Cc1ccccc1-c1cnc2c(c1)C(=O)N([C@H](C)CO)C[C@@H](C)[C@@H](CN(C)Cc1cncnc1)O2 | -0.7 | -1
O=C(Cc1ccccn1)NCC[C@H]1CC[C@H](NC(=O)c2ccccc2F)[C@@H](CO)O1 | 0.0 | -3
O=C(N[C@H]1CC[C@H](CCNS(=O)(=O)c2cccc(Cl)c2)O[C@@H]1CO)c1ccncc1 | -0.2 | 1
C[C@@H]1CN([C@@H](C)CO)C(=O)c2cc(NC(=O)CCCCCC(=O)Nc3ccccc3N)ccc2O[C@H]1CN(C)S(=O)(=O)c1cccs1 | -0.6 | -6
CN1CCN(C(=O)C[C@@H]2C=C[C@H](NC(=O)c3ccc4c(c3)OCO4)[C@H](CO)O2)CC1 | 0.3 | -6
C[C@@H]1CN([C@@H](C)CO)C(=O)CCCn2cc(nn2)CO[C@@H]1CN(C)S(=O)(=O)c1ccc(Cl)cc1 | 2.5 | 4

5 compounds already listed, arranged by length of the SMILES, low to high:
SMILES | IDH1 R132H inh | EZH2 inh
O=C(O)CSc1ccc(Br)c2cccc(C(=O)O)c12 | -0.1 | -1
Cc1cc(Br)cc2c1NC(=O)C2(O)CC(=O)c1ccco1 (stereo not given) | 0.4 | 9
O=C(Cc1ccccn1)NCC[C@H]1CC[C@H](NC(=O)c2ccccc2F)[C@@H](CO)O1 | 0.0 | -3
O=C(N[C@H]1CC[C@H](CCNS(=O)(=O)c2cccc(Cl)c2)O[C@@H]1CO)c1ccncc1 | -0.2 | 1
C[C@@H]1CN([C@@H](C)CO)C(=O)c2cc(NC(=O)CCCCCC(=O)Nc3ccccc3N)ccc2O[C@H]1CN(C)S(=O)(=O)c1cccs1 | -0.6 | -6

Continuation.
SMILES | IDH1 R132H inh | EZH2 inh
CC(C)CC#Cc1ccc2c(c1)O[C@H](CN(C)C(=O)c1cccc(F)c1)[C@H](C)CN([C@H](C)CO)S2(=O)=O | -3.6 | -5
O=C(C[C@H]1C=C[C@@H](NC(=O)Nc2ccc3c(c2)OCO3)[C@@H](CO)O1)NCCCN1CCOCC1 | 0.4 | 5
O=C(CNCCO)Nc1sc2c(c1C(=O)Nc1ccc(Br)cc1)CCC2 | 0.6 | /
O=c1c2ccccc2nc(-c2cccs2)n1NCc1ccccc1F | 1.1 | 27
CCc1ccc(-n2c(C)nnc2SCC(=O)Nc2ccc(Cl)cc2Cl)cc1 | -0.1 | 5
CO[C@H]1CN(C)C(=O)c2ccc(NC(=O)C3CCC3)cc2OC[C@H](C)N(Cc2ccncc2)C[C@@H]1C | -0.1 | -4
CC(=O)Nc1ccc(NC(=O)CCCC(=O)O)cc1 | 0.0 | -5
O=C1c2ccccc2C(=O)N1CCc1nc2ccccc2c(=O)n1Cc1ccco1 | -0.1 | 1
C[C@H](CO)N1C[C@H](C)[C@H](CN(C)Cc2ccncc2)OCCCC[C@H](C)Oc2ccc(NC(=O)c3ccccc3)cc2C1=O | / | 0
Cc1ccc(S(=O)(=O)Nc2ccc3c(c2)C(=O)N([C@H](C)CO)C[C@H](C)[C@@H](CN(C)C(=O)C2CCCCC2)OCCCC[C@@H](C)O3)cc1 | 0.3 | /
C[C@H]1CN([C@@H](C)CO)S(=O)(=O)c2ccc(C3=CCCC3)cc2O[C@H]1CN(C)Cc1ccccc1F | -0.2 | /
O=C(C[C@@H]1C=C[C@@H](NC(=O)c2ccc3c(c2)OCO3)[C@H](CO)O1)NC1Cc2ccccc2C1 | 0.0 | -2
O=C(COc1ccccc1)Nc1ncn[nH]1 | 0.1 | -2
COc1ccc(S(=O)(=O)N(C)C[C@@H]2Oc3c(NC(=O)c4ccncc4)cccc3C(=O)N([C@H](C)CO)C[C@H]2C)cc1 | -1.2 | /
C[C@@H]1CN([C@@H](C)CO)C(=O)c2cc(NC(=O)Nc3ccc4c(c3)OCO4)ccc2O[C@@H]1CN(C)Cc1ccccc1 | / | -10
COc1cccc(CN(C)C[C@H]2OCc3cnnn3CCCC(=O)N([C@@H](C)CO)C[C@H]2C)c1 | / | 5
COc1cccc(CN(C)C[C@@H]2OCc3cnnn3CCCC(=O)N([C@@H](C)CO)C[C@@H]2C)c1 | / | 1
CCCC#Cc1ccc2c(c1)O[C@H](CN(C)C(=O)NCCC)[C@@H](C)CN([C@H](C)CO)S2(=O)=O | -0.3 | /
CO[C@@H]1CN(C)C(=O)c2ccc(NC(=O)c3nc4ccccc4s3)cc2OC[C@H](C)N(Cc2cncnc2)C[C@H]1C | -1.2 | -14
C[C@H]1CN([C@@H](C)CO)C(=O)c2cccc(NC(=O)Nc3ccc4c(c3)OCO4)c2O[C@H]1CN(C)Cc1ccccc1 | 1.6 | -5
CCCNC(=O)Nc1ccc2c(c1)OC[C@H](C)NC[C@@H](C)[C@H](OC)CN(C)C2=O | 0.2 | 1
COc1ccc(NC(=O)Nc2ccc3c(c2)C(=O)N([C@H](C)CO)C[C@H](C)[C@H](CN(C)C(=O)Nc2ccc(F)cc2)OCCCC[C@H](C)O3)cc1 | 0.7 | /
CCN(CC(=O)Nc1ccc(OC)cc1)S(=O)(=O)c1ccc(Cl)cc1 | -0.3 | -4
[N-]=[N+]=Nc1ccccc1C[C@@]1(C(=O)N2CCCCC2)N=C(c2ccc(OCCCO)cc2)O[C@@H]1c1ccccc1 | 0.3 | 4
COC(=O)CCCCCCC(=O)Nc1ccc(C2OC(CSc3nc(-c4ccccc4)c(-c4ccccc4)o3)CC(c3ccc([N+](=O)[O-])cc3)O2)cc1 (stereo not given) | / | 2
Cc1noc(C)c1S(=O)(=O)N(C)C[C@H]1Oc2c(NC(=O)C3CCOCC3)cccc2C(=O)N([C@H](C)CO)C[C@H]1C | -0.4 | /
COc1ccc(CN(C)C[C@@H]2Oc3ccc(NC(=O)Nc4cccc5ccccc45)cc3C(=O)N([C@@H](C)CO)C[C@@H]2C)cc1 | -0.3 | -1
Cc1ccc(NCc2ccc(C(=O)Nc3ccccc3)cc2)cc1C | / | 29
Cc1noc(C)c1NC(=O)NCC[C@H]1CC[C@H](NC(=O)c2ccc(F)cc2)[C@H](CO)O1 | 0.2 | -6
COc1ccc(CN(C)C[C@H]2OCCCC[C@@H](C)Oc3ccc(NC(=O)c4ccncc4)cc3C(=O)N([C@H](C)CO)C[C@@H]2C)cc1 | 2.5 | /
C[C@H]1CN([C@@H](C)CO)C(=O)c2cccc(NC(=O)C3CCOCC3)c2O[C@@H]1CN(C)C | 1.3 | /
CCC(=O)Nc1ccc2c(c1)C(=O)N(C)C[C@H](OC)[C@@H](C)CN(C(=O)C1CCC1)[C@@H](C)CO2 | -0.1 | 3
COc1ccc(S(=O)(=O)Nc2cccc3c2O[C@H](CN(C)C(=O)NC(C)C)[C@H](C)CN([C@@H](C)CO)C3=O)cc1 | -4.6 | /
C[C@@H]1CN([C@H](C)CO)C(=O)c2cc(NS(=O)(=O)c3cccs3)ccc2O[C@@H](C)CCCCO[C@H]1CN(C)S(=O)(=O)c1ccccc1 | -0.8 | /
O=C(CCCCCCC(=O)Nc1ccccc1O)N/N=C/c1ccc(OCCO)cc1 | 0.1 | 3
CC(C)NC(=O)N(C)C[C@@H]1OCCCC[C@@H](C)Oc2ccc(NC(=O)c3ccccc3)cc2C(=O)N([C@H](C)CO)C[C@@H]1C | 4.0 | -6
C/C=C(/C)C(=O)OC(C)(C)C1Cc2cc3ccc(=O)oc3cc2O1 (stereo not given) | -0.3 | 13
C[C@@H]1CCCCO[C@H](CN(C)C(=O)Nc2ccc(F)cc2)[C@@H](C)CN([C@@H](C)CO)C(=O)c2cc(NS(=O)(=O)c3cccs3)ccc2O1 | -2.7 | /
CO[C@@H]1CN(C)C(=O)c2cc(NC(=O)C3CC3)ccc2OC[C@@H](C)NC[C@H]1C | -0.3 | -9
COc1ccc(S(=O)(=O)N[C@H]2CC[C@@H](CCn3cc(-c4ccccc4F)nn3)O[C@H]2CO)cc1 | -0.2 | -8
COCC(=O)N(C)C[C@@H]1Oc2ncc(C#CC(C)(C)O)cc2C(=O)N([C@@H](C)CO)C[C@@H]1C | 0.3 | 2
COCC(=O)N(C)C[C@H]1Oc2ncc(C#CCC3CCCC3)cc2C(=O)N([C@H](C)CO)C[C@H]1C | 1.5 | -12

From PubChem

Only part of the results is shown; count on the stated rates, not on these rows.
